Screening data from PubChem BioAssay.
IDE cell activ: IDE (human) activation, cell-based. P14735. HEK cells, FAbeta-B cleavage, fluorescence polarization; 0% vehicle, 100% cell-free pure enzyme wells. activation, % at 5.96 µM. 340,000 compounds, 0.073% hits. AID 493087;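 active = activation above the mean of all tested compounds plus 3 SD, set per screening campaign, cut at about 17% in these data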
Target sequence (P14735 whole entry, looked up): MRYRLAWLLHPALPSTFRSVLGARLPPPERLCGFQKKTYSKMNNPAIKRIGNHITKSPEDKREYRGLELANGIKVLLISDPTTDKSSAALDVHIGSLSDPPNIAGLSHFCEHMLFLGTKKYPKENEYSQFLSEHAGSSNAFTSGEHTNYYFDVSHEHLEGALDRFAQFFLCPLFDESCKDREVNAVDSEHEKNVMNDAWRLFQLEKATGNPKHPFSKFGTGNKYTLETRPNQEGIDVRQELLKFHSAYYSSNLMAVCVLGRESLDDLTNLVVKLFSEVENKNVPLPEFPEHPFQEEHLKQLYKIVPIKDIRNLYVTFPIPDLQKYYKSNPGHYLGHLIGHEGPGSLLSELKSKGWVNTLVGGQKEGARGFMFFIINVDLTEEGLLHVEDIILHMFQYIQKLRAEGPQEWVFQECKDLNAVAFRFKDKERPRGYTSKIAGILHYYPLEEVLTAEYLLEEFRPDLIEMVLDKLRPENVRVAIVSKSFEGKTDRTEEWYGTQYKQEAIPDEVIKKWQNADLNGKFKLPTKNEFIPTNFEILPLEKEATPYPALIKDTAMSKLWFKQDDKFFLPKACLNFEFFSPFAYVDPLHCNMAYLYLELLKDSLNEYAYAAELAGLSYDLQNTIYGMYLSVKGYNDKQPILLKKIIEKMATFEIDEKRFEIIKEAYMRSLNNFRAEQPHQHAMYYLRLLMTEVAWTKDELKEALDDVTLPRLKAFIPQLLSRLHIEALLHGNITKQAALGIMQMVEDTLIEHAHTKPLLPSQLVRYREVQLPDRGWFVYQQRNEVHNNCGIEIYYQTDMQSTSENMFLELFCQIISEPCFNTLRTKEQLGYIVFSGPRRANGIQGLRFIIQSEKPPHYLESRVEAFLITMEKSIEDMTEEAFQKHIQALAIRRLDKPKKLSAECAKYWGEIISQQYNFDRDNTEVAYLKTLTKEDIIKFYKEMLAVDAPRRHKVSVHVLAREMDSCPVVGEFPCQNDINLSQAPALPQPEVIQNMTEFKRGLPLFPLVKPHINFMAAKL
NALP1 yeast inh: inhibitors of NALP1 inflammasome in yeast; S. cerevisiae NALP1/ASC/caspase-1 growth, X-gal OD620, 72 h; inhibition, % at 10 µM; 280,000 compounds, 0.61% hits; in the data active = inhibition mostly above about 24%, no sharp cut-off; inactive = mostly below about 32%; also: some compounds called inactive have numbers as strong as hits
PHOSPHO1 block: blocks human PHOSPHO1 phosphatase activity. Q8TCT1. recombinant PHOSPHO1, absorbance phosphatase assay. inhibition, % at 13.3 µM. 290,000 compounds, 1.1% hits. AID 1565; in the data active = inhibition above about 60%
IMP-1 inhibitor: blocks Pseudomonas aeruginosa IMP-1 metallo-beta-lactamase; purified IMP-1, nitrocefin hydrolysis, epi-absorbance fluorescence; inhibition, % at 5.6 µM; 290,000 compounds, 0.45% hits; AID 1556;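 active = inhibition above the mean plus 3 SD of all compounds in the same screening run, cut at about 4.5% in these data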;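 also: 0% = IMP-1 with DMSO and 100% = DMSO wells lacking enzyme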
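system = purified recombinant IMP-1 beta-lactamase | amount = 0.2 nM IMP-1, as dispensed | medium = HEPES buffer pH 7.1 with ZnSO4 and Brij 35 | times = 25 °C, 15 min preincubation, 25 min reaction | detection = plate fluorescence quenching by hydrolysis product, ex 480/em 530 nm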
IDE inh: cellular human IDE inhibition. HEK cells, FAbetaB cleavage, fluorescence polarization. inhibition, % at 5.59 µM. 320,000 compounds, 0.41% hits. AID 434962;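 active = percent inhibition above the average of all tested compounds plus 3 SD, set per screening campaign, cut at about 16% in these data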;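 also: IDE supplied by intact live HEK cells; FP after avidin binding of uncleaved biotin substrate so inhibition keeps polarization high; 0% = DMSO wells and 100% = 60 µM reference IDE inhibitor Ii1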
p-CIP stab down: compounds decreasing mouse p/CIP protein stability; Q05BA5; F442A p/CIP-EGFP cells, EGFP fluorescence, 16 h; decrease of EGFP signal, % at 10 µM; 290,000 compounds, 0.01% hits;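 active = EGFP signal decrease of at least 30% at 10 µM or well 3 SD below plate mean, unless failing retest; inactive = the rest, including hits failing retest or dose response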; also: some compounds called inactive have numbers as strong as hits; many of its hits are not listed in these tables
VIM-2 inh: blocks Pseudomonas aeruginosa VIM-2 metallo-beta-lactamase | purified VIM-2, nitrocefin hydrolysis, epi-absorbance fluorescence | inhibition, % at 5.6 µM | 290,000 compounds, 0.89% hits;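 active = inhibition above the mean of all tested compounds plus 3 SD, cutoff set per screening run, cut at about 7.5% in these data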;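 also: red hydrolysis product quenches plate fluorescence so inhibitors raise well fluorescence; 0% = enzyme with DMSO and 100% = DMSO without enzyme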
GPR7 antagonist: human neuropeptides B/W receptor 1 antagonism; P48145; GPR7-expressing cells, fluorescence antagonist assay; inhibition, % at 4.4 µM; 290,000 compounds, 1.1% hits; AID 1861; in the data active = inhibition above about 16%, passing the limit was not always enough;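 also: cells stimulated with the agonist NPW; 0% = agonist with vehicle and 100% = vehicle without agonist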
M18AAP inhibitor: PfM18AAP enzyme inhibition; recombinant PfM18AAP, H-Glu-NHMec fluorogenic cleavage; AID 1822; inhibition, % at 7.35 µM; 290,000 compounds, 1.2% hits;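 active = inhibition above the campaign mean inhibition over all tested compounds plus 3 SD, cut at about 28% in these data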;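 also: 0% = plate median of test compound wells and 100% = 2 mM ZnCl2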
The depositor's hits bear a star; . = no result given.

Keys – A = IDE cell activ; B = NALP1 yeast inh; C = PHOSPHO1 block; D = IMP-1 inhibitor; E = IDE inh; F = p-CIP stab down; G = VIM-2 inh; H = GPR7 antagonist; I = M18AAP inhibitor
Cc1cc(C)n(CC(=O)NCCC2=CCCCC2)n1
  A: 2; B: 0; C: 36; D: -5.6; E: 0; F: 0; G: -2.6; H: -18; I: 2
CCc1cccc(CC)c1NC(=O)CSc1nnc(C(C)C)n1CC
  A: 5; B: 23; C: -12; D: 0.1; E: 5; F: -27; G: -1.4; H: 2; I: -3
CCCS(=O)(=O)N1CCCC(C(=O)N2CCCCC2)C1 (configuration not stated)
  A: 3; B: 6; C: 38; D: -2.6; E: 1; F: -2; G: -4.0; H: -6; I: 7
Nc1nc(NCc2ccco2)nc(NCCO)c1[N+](=O)[O-]
  A: 3; B: -9; C: 46; D: -2.1; E: -7; F: 1; G: -2.0; H: -14; I: 9
O=C(O)COc1ccc(C(=O)c2ccccc2)cc1
  A: 4; B: 6; C: -7; D: -1.9; E: 1; F: -12; G: -3.4; H: -9; I: 0
Fc1ccc(C(CCNCc2ccccn2)c2ccc(Cl)cc2)cc1 (configuration not stated)
  A: -3; B: 7; C: 24; D: -3.6; E: 2; F: -2; G: -5.2; H: 32; I: 9
COc1cccc(-c2noc(CCC(=O)NC3CCCC3)n2)c1
  A: -1; B: 4; C: 47; D: -2.0; E: .; F: -7; G: -2.7; H: -4; I: -3
CCS(=O)(=O)N1CCC(C(=O)NCc2ccc(F)cc2)CC1
  A: -3; B: -9; C: 11; D: -3.0; E: 1; F: -3; G: -4.9; H: -9; I: -10
O=[N+]([O-])c1ccc(/C=N/n2cn[nH]c2=S)cc1
  A: 2; B: -16; C: -144; D: -2.5; E: 2; F: -17; G: -2.0; H: -13; I: 20
CC1CCCN(C(=O)C2CCN(CCCc3ccccc3)CC2)C1 (configuration not stated)
  A: .; B: 29; C: 24; D: -3.7; E: -1; F: -9; G: -2.3; H: 3; I: 2

Just M18AAP inhibitor, IMP-1 inhibitor and PHOSPHO1 block, for some of the entries so far:
mol | M18AAP inhibitor | IMP-1 inhibitor | PHOSPHO1 block
Cc1cc(C)n(CC(=O)NCCC2=CCCCC2)n1 | 2 | -5.6 | 36
CCc1cccc(CC)c1NC(=O)CSc1nnc(C(C)C)n1CC | -3 | 0.1 | -12
CCCS(=O)(=O)N1CCCC(C(=O)N2CCCCC2)C1 (configuration not stated) | 7 | -2.6 | 38
Nc1nc(NCc2ccco2)nc(NCCO)c1[N+](=O)[O-] | 9 | -2.1 | 46

Continued:
Keys – A = IDE cell activ; B = NALP1 yeast inh; C = PHOSPHO1 block; D = IMP-1 inhibitor; E = IDE inh; F = p-CIP stab down; G = VIM-2 inh; H = GPR7 antagonist; I = M18AAP inhibitor
COc1ccc(C(CNC(=O)COc2ccc(F)cc2Br)N2CCCC2)cc1 (configuration not stated)
  A: 5; B: -1; C: 11; D: -0.8; E: -1; F: -13; G: -1.3; H: 10; I: -3
COc1ccc2cc3cc(C(=O)NCCN4CCN(Cc5ccccc5)CC4)oc3nc2c1
  A: 3; B: 13; C: 52; D: -0.9; E: 2; F: 1; G: 2.6; H: -1; I: -8
Fc1ccc(COc2ccccc2CNc2nn[nH]n2)cc1
  A: -3; B: -17; C: -13; D: -2.3; E: 0; F: -3; G: 4.6; H: -8; I: -3
CCOc1ccc(NC(=O)c2ccccc2SC)cc1
  A: 1; B: .; C: -1; D: -3.7; E: 0; F: -9; G: -1.8; H: 0; I: -4
CCN1C(=O)[C@H]2[C@@H](c3ccc(C)cc3)N3C(=O)N(c4ccc(C)cc4)C(=O)[C@@]3(C)[C@H]2C1=O
  A: -1; B: 20; C: -6; D: -3.4; E: 0; F: -8; G: -0.4; H: -3; I: 6
CCn1c(SCC(=O)N/N=C/c2c[nH]c3ccccc23)nnc1-c1ccc(C(C)(C)C)cc1
  A: 4; B: 36; C: -5; D: -3.4; E: -1; F: -21; G: -4.7; H: -9; I: 4
COC(=O)c1cc(NC(=O)c2c(-c3ccccc3)noc2C)ccc1N1CCOCC1
  A: 1; B: 7; C: -23; D: -2.3; E: 2; F: 1; G: -2.6; H: -4; I: 3
O=C(N/N=C/C=C/c1ccco1)c1ccccc1Cl
  A: 2; B: -1; C: 4; D: -1.3; E: 2; F: -4; G: -3.4; H: -11; I: 14
CC(=O)N1c2ccc(S(=O)(=O)N3CCC(C(=O)Nc4cc(C)ccn4)CC3)cc2CC1C (configuration not stated)
  A: -2; B: 9; C: 1; D: -2.1; E: 2; F: 2; G: -4.9; H: 3; I: 2
CCN1C(=O)/C(=C/c2nc3ccccc3c(=O)n2-c2ccc(C)cc2)c2ccccc21
  A: 9; B: 22; C: 4; D: -0.3; E: 9; F: -13; G: 1.6; H: 3; I: 4
Cc1ccc(NC(=O)Cn2nc(C)c(S(=O)(=O)N(C)C)c2C)cc1C
  A: 3; B: -6; C: -6; D: -1.1; E: -3; F: -9; G: -1.3; H: -1; I: 2
COc1ccccc1NS(=O)(=O)c1ccc2c(c1)N(C(C)=O)CC(C)S2 (configuration not stated)
  A: 2; B: 16; C: -1; D: -2.7; E: 6; F: -7; G: -1.6; H: 13; I: -6
O=C(Cc1nc(-c2ccc(Br)s2)cs1)NCCN1CCOCC1
  A: 2; B: 2; C: 1; D: -2.1; E: -4; F: 3; G: 0.5; H: 3; I: -2
Cc1cc(C(=O)OCc2nnc(-c3ccccc3)o2)c(C)n1-c1ccccc1
  A: 1; B: 4; C: -4; D: -3.7; E: -2; F: -1; G: -1.6; H: 4; I: 7
COc1ccccc1-c1c(C)nn2c(N)c(-c3ccccc3)cnc12
  A: 5; B: 4; C: 5; D: -2.4; E: .; F: 2; G: -2.5; H: 8; I: 2
COc1cccc(C(=O)COc2ccc(NC(=O)c3cccs3)cc2)c1
  A: 5; B: 16; C: 24; D: -1.5; E: -4; F: 14; G: 0.4; H: 11; I: -3
CC(=O)Nc1ccc(S(=O)(=O)Nc2ccc3c(c2)n(C)c(=O)n3C)c(C)c1
  A: 5; B: 2; C: 18; D: -5.1; E: 0; F: 4; G: -2.3; H: -10; I: 8
CCOC(=O)c1sc(=S)n(CC)c1NC(=O)c1ccccc1C
  A: .; B: 4; C: 16; D: -0.5; E: 3; F: -4; G: -0.2; H: 0; I: -15
Cc1nc(N2CCCCC2)sc1C=O
  A: .; B: 10; C: 40; D: 0.2; E: 3; F: -12; G: 0.4; H: 5; I: 2
COc1ccc(N2CCN(CC(=O)N3CCC(C)CC3)CC2)cc1
  A: 3; B: 0; C: 19; D: 2.0; E: 0; F: 4; G: -1.8; H: -9; I: 16
CCOC(=O)C1CCCN(CC(O)COCc2ccccc2OC)C1 (configuration not stated)
  A: 4; B: 20; C: 19; D: -2.8; E: 1; F: 2; G: -4.1; H: 4; I: 6
CCn1c2ccccc2c2c3ncc4cccn4c3ccc21
  A: -6; B: 5; C: 21; D: 2.4; E: 1; F: -6; G: 0.8; H: -10; I: -6
Cc1cc(NC(=O)c2ccco2)ccc1-n1cnnn1
  A: 2; B: 14; C: 41; D: -2.9; E: -2; F: -7; G: -0.5; H: 0; I: -3
Cn1c(CSc2nc3ccccc3s2)n[nH]c1=S
  A: -23; B: 26; C: 73*; D: -5.2; E: 5; F: -7; G: 1.6; H: -4; I: 30*
Cc1cccc(Nc2n[nH]c(=S)s2)c1C
  A: -2; B: -7; C: 100*; D: -3.4; E: 10; F: -4; G: -3.3; H: -6; I: 21
COc1ccc(CNC(=O)c2ccc(Cn3cc(Br)cn3)o2)cc1
  A: 3; B: 19; C: 13; D: -3.0; E: 2; F: 6; G: -1.4; H: -4; I: -4
Cc1ccc(C(=O)ONC(=O)c2ccc(Cl)cc2)cc1[N+](=O)[O-]
  A: -1; B: 22; C: -15; D: -3.2; E: 5; F: -1; G: -2.6; H: -15; I: 0
O=c1c2ccccc2nc2c3ccccc3c(NCCN3CCOCC3)nn12
  A: .; B: .; C: 12; D: -0.6; E: -2; F: 0; G: 18*; H: -2; I: -1
O=C(Nc1ccccc1)C1=C[C@@H](c2ccccc2)C[C@@H](OCc2ccc(CO)cc2)O1
  A: 2; B: -3; C: 14; D: -2.3; E: -3; F: -7; G: -1.7; H: 11; I: 1
CCOC(=O)c1ccc(COC(=O)c2cc3ccccc3oc2=O)o1
  A: -2; B: 7; C: 24; D: -0.8; E: -2; F: -8; G: 1.2; H: -15; I: 0
CCc1ccc(C(=O)NNC(=O)OC)cc1
  A: -4; B: 2; C: 0; D: -0.8; E: 1; F: 6; G: -1.1; H: 5; I: 2
S=C(NCCc1ccccc1)Nc1ccccc1N1CCOCC1
  A: 0; B: 8; C: 34; D: -1.8; E: 7; F: -5; G: -0.5; H: -9; I: -6
CC1CCC2(CC1)N=C(N)Nc1nc3ccccc3n12 (configuration not stated)
  A: 7; B: 6; C: 12; D: -4.1; E: -4; F: -14; G: -1.6; H: -11; I: 2
COc1ccc(CNCc2cccc(Oc3ccccc3)c2)cc1
  A: 1; B: 22; C: 2; D: -1.4; E: 10; F: -2; G: -1.8; H: 16; I: 5
Cc1cc(N)nc(SCC(=O)N2C(C)CCCC2C)n1 (configuration not stated)
  A: 2; B: 14; C: 4; D: -2.5; E: 3; F: -3; G: -2.4; H: 1; I: 5
C[C@H]([C@H](O)c1ccccc1)N(C)C(=O)CN
  A: -1; B: 27; C: 15; D: -2.9; E: 1; F: 9; G: -2.1; H: -5; I: 0
CCCn1c(SCC(=O)Nc2cc(S(=O)(=O)N3CCOCC3)ccc2Cl)n[nH]c1=O
  A: 1; B: 21; C: -9; D: -0.3; E: -2; F: -22; G: -2.8; H: -9; I: 2
Cc1nn2c(-c3ccco3)nnc2c2ccccc12
  A: -6; B: .; C: -2; D: 0.4; E: -2; F: -10; G: 13*; H: -16; I: -2
Cc1cc(NCCO)c2ccccc2n1
  A: 0; B: -5; C: 50; D: -1.8; E: 4; F: 0; G: -0.8; H: -9; I: 2
O=C(NCCN1C(=O)S/C(=C\c2cccs2)C1=O)c1ccc(=O)[nH]c1
  A: .; B: 25; C: 6; D: -4.3; E: 6; F: -4; G: -3.1; H: -7; I: 11
COc1ccc(OC)c(NC(=O)CSc2ccc3ccccc3c2)c1
  A: -4; B: -21; C: 11; D: -2.2; E: -1; F: -9; G: -2.3; H: 17; I: -5
O=C(CSc1nnc(Cn2nnc3ccccc32)o1)Nc1cccc(Cl)c1
  A: 2; B: 8; C: -14; D: -1.3; E: -5; F: 5; G: -1.2; H: 22; I: 1
Cc1ccccc1N1C(=O)C2ON(c3ccccc3)C(c3ccco3)C2C1=O (configuration not stated)
  A: 3; B: -4; C: 23; D: -1.7; E: 4; F: 11; G: -0.4; H: -13; I: -8
COC(=O)CCC/C=C1/SCC(NC(=O)c2ccccc2)/C1=N/O (configuration not stated)
  A: 4; B: -7; C: 44; D: -1.8; E: 0; F: -21; G: -0.7; H: -1; I: 5
CCC(=O)Nc1cc(C(=O)OC(C(=O)c2ccc(C)c(C)c2)c2ccccc2)ccc1C (configuration not stated)
  A: 4; B: 19; C: 11; D: -4.5; E: -5; F: 9; G: -1.6; H: -12; I: -3
O=C(Nc1ccc([N+](=O)[O-])cc1)C1CC12CCC2 (configuration not stated)
  A: 3; B: 40; C: 6; D: -0.6; E: -2; F: -2; G: -0.5; H: 16; I: 5
CC1(C)C2CCC1(C(=O)O)c1nc3ccccc3nc12 (configuration not stated)
  A: 5; B: -12; C: -52; D: -1.9; E: 2; F: -11; G: -1.3; H: -3; I: -4
